Bioassay records as filed in PubChem.
PP1 inh = PP1-alpha phosphatase inhibitors, primary screen, counter-screen for PP5 inhibitor project, biochemical, fluorescence, OMFP substrate, single point; Serine/threonine-protein phosphatase PP1-alpha catalytic subunit (Homo sapiens), P62136; purified PP1alpha; inhibition, % at 6.7 µM; actives 0.9% (n = 320,000); AID 2235, 2010;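 active = inhibition above the mean inhibition of all tested compounds plus 3 SD, computed separately for each screening campaign, cut at about 15% in these data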
Target sequence (P62136 whole entry, looked up): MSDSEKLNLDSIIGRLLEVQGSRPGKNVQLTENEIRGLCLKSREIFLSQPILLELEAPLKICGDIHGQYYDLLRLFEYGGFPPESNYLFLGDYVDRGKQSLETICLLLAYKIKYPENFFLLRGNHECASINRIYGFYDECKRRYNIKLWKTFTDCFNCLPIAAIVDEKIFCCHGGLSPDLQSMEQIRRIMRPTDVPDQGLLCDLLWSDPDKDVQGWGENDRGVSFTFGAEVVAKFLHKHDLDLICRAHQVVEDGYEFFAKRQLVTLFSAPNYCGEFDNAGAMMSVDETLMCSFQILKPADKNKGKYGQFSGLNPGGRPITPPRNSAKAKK
TPT1 inhibitor = Candida albicans TPT1 enzyme inhibitors, primary screen, biochemical, fluorescence polarization | tRNA 2'-phosphotransferase TPT1 (Candida albicans SC5314) | recombinant caTPT1, FP RNA substrate dephosphorylation | inhibition, % at 5 µM | actives 0.81% (n = 300,000) | AID 1962, 2009;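 active = inhibition above the mean of all tested compounds plus 3 SD, set per screening campaign, cut at about 24% in these data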;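 note: plate controls were DMSO alone for no effect and ferristatin control at 100 nM for full effect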
EBNA-1 inh = EBNA-1 DNA-binding inhibitors, primary screen, biochemical, fluorescence polarization; inhibition, % at 14.8 µM; actives 0.34% (n = 300,000); in the data active = inhibition above about 28%
Yeast superoxide = reduction of superoxide in aged yeast, primary screen, HTS | S. cerevisiae aged cells, superoxide DHE fluorescence; stronger effect = lower value | superoxide response (% of plate mean), % at 10 µM | actives 0.18% (n = 330,000) | AID 2690, 2010;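 active = superoxide response under a set limit, about three screen SD below normal, cut at about 65% in these data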;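 note: yeast aged for seven days with compound at 30 °C before DHE staining; 100% = average MFI of all compound-treated wells on the plate with controls excluded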
HCV core dimer = inhibitors of HCV core protein dimerization, primary screen, biochemical, TR-FRET, high-throughput. TR-FRET GST/Flag-core106 dimerization, 1536-well. inhibition, % at 5 µM. actives 0.33% (n = 300,000);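 active = inhibition above the mean of all tested compounds plus 3 SD, set per screening campaign, cut at about 45% in these data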
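System: GST-tagged and Flag-tagged HCV core protein residues 1-106 / Input: core106 proteins, GST 13.5 nM and Flag 17 nM / Buffer or medium: KF-containing HEPES buffer, pH 7.45, DTT, CHAPS, BSA / Probe or stimulus: Eu-anti-GST and XL665-anti-Flag labelled anti-tag antibodies / Schedule: 4 h, 22.5 °C incubation / Technique: TR-FRET 671 and 617 nm emission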
PP5 primary = PP5 phosphatase inhibitors, primary screen, biochemical, fluorescence; Serine/threonine-protein phosphatase 5 (Homo sapiens), P53041; AID 1987, 2009; inhibition, % at 6.7 µM; purified PP5c, OMFP substrate fluorescence; actives 0.18% (n = 320,000);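 active = inhibition above the campaign's mean inhibition across all tested compounds plus 3 SD, cut at about 9.5% in these data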;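 note: 0% = DMSO only and 100% = 100 µM cantharidin control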
ZTA counter = blocks Epstein-Barr virus ZTA, an EBNA-1 counter-screen; P03206; ZTA-DNA binding, fluorescence polarization; inhibition, % at 11 µM; actives 0.15% (n = 320,000); AID 2234; in the data active = inhibition above about 33%
Target sequence (P03206 whole entry, looked up): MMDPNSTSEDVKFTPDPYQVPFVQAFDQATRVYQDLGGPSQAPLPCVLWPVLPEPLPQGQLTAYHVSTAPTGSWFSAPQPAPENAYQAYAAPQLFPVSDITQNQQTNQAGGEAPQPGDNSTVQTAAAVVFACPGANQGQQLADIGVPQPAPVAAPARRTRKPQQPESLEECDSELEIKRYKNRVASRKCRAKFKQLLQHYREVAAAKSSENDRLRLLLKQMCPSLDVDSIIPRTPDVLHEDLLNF
GASC-1 inh = inhibitors of GASC-1 histone demethylase, primary screen, biochemical, fluorescence, DELFIA europium; Lysine-specific demethylase 4C (Homo sapiens), Q9H3R0; GST-JMJD2C(1-420) H3K9me3 demethylation; inhibition, % at 2.35 µM; actives 0.069% (n = 330,000); AID 2099, 2009;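 active = more than half of a compound's replicate wells show inhibition beyond 50%, single wells judged on their own value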;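 note: signal counts dimethyl H3K9 product captured on neutravidin plate; 0% = median of DMSO wells and 100% = 0.3 times that DMSO median; strong numbers were not always called active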
Target sequence (Q9H3R0 1-420 limits assumed): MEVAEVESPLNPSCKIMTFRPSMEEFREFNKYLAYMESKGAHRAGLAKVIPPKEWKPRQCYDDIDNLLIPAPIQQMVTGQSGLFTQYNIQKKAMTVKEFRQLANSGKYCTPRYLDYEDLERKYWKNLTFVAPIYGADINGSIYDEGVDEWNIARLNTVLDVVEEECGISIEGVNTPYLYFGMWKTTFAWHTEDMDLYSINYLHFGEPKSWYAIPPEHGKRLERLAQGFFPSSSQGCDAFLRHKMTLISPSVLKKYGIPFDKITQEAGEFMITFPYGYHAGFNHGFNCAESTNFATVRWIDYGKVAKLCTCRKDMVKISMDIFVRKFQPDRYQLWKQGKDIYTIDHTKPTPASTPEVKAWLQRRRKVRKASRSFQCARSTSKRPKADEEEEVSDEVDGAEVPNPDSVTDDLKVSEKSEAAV
CTSL1 counter = Fasciola hepatica cathepsin L1 inhibitors, primary screen, counter-screen for PFM18AAP inhibitor project, biochemical, QFRET, fluorogenic peptide substrate; inhibition, % at 5.96 µM; AID 1906, 2009; actives 0.49% (n = 300,000); recombinant F. hepatica cathepsin L1, Z-Leu-Arg-MCA fluorescence;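 active = inhibition above the mean of all tested compounds plus 3 SD, set per screening campaign, cut at about 17% in these data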;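 note: 0% = plate median of test compound wells and 100% = 1 µM Z-Phe-Ala-diazomethylketone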
* marks the source's active call; other numbers are inactive results; i = inactive; / = no result given; & = joins results of further samples.

SMILES	PP1 inh	TPT1 inhibitor	EBNA-1 inh	Yeast superoxide	HCV core dimer	PP5 primary	ZTA counter	GASC-1 inh	CTSL1 counter
C=Cc1ccc(C(=O)N2CCCC(CCC(=O)N3CCN(c4ccccn4)CC3)C2)cc1 (stereo not drawn)	6	2	0	104	27	-0.5	6	3	6
CN1c2ccccc2C(O)=C(C(=O)Nc2ccccc2)S1(=O)=O	-2	-8	8	105	3	0.7	18	-5	2
COc1ccc(OC)c(NS(=O)(=O)c2ccc(Br)s2)c1	-2	-2	-2	95	5	-0.9	-6	10	9
Cc1ccc(S(=O)(=O)N(C)c2ccc(C(=O)NCCc3ccccc3)cc2)cc1	-2	-2	1	99	7	1.4	14	-8	1
O=C(NNC(=O)c1ccc(F)cc1)c1ccncc1	0	0	1	95	0	1.4	11	3	-4
C=CCn1c(SCC(=O)NCC(=O)OCC)nnc1-c1ccccn1	-4	0	4	91	2	0.4	10	-1	-2
COc1ccc(CNC(=O)/C(C)=C\C(=O)O)cc1	-1	0	3	112	4	3.3	-7	-1	-5
O=S(=O)(/N=C(/c1ccccc1)N1CCOCC1)c1ccc(F)cc1	-3	1	-13	74	-1	0.5	4	7	-2
CCOC(=O)c1ccc(N=c2sc(C(=O)OC)cc(=O)n2CCCN2CCOCC2)cc1	3&5	1&-6	7&0	100&103	8&13	-1.8&2.2	14&-16	-13&1	3&0
Cc1cc(C(=O)NNc2ccccc2F)no1	-2	2	-4	94	-4	-1.6	-10	-19	6
COC(=O)c1ccccc1NC(=O)C1(S(=O)(=O)c2ccc(Cl)cc2)CC1	-3	-1	1	98	8	3.1	-8	-2	-7
Cn1c(=O)c2c(ncn2CC(COCc2ccccc2)OCc2ccccc2)n(C)c1=O (stereo not drawn)	0	-3	6	92	4	1.8	15	-24	-1
O=C(Nc1ccc(Br)cc1)c1cccn1-c1ncc(C(F)(F)F)cc1Cl	11	0	-5	131	5	11*	-11	i	-3
Cn1cnc([N+](=O)[O-])c1Sc1ccc(Br)cc1	5	-2	4	72	-5	-1.1	1	-13	-3
O=C1Nc2ccccc2C(=O)N2CCCCC12 (stereo not drawn)	-3	-1	0	86	4	-2.1	16	-7	2
O=C(O)c1cc(S(=O)(=O)N2CC=C(c3ccccc3)CC2)ccc1O	3	/	/	/	/	4.2	8	2	/
O=C(/C=C/c1cccs1)N1CCN(c2ccc(F)cc2)CC1	-3	-1	-1	97	2	-2.2	9	-8	-3
O=C(N/N=C/c1cc(Br)c(O)c(Br)c1O)c1ccc2c(c1)OCCO2	1	0	6	125	-6	1.1	7	-3	2
COc1c(O)ccc2cnn(-c3ccccc3C)c(=O)c12	0	-2	10	94	-1	1.0	9	8	1
C=CCN1C(=O)C2(OCCCO2)c2cccc(C)c21	4	-5	2	102	-18	-1.2	-8	8	1
O=C(NCc1ccco1)c1ccc(Cn2c(=O)c3ccccc3n(Cc3cccc(Cl)c3)c2=O)cc1	7	3	15	100	20	3.4	-5	18	1
COc1ccccc1N(C)S(=O)(=O)c1ccc(C(=O)NC(C)c2ccccc2)cc1 (stereo not drawn)	0	-3	4	101	-2	-0.8	-12	7	7
CSc1ccccc1NC(=O)CN(c1cccc(C)c1)S(C)(=O)=O	-1	-2	-7	98	5	3.3	-25	6	7
Cc1ccccc1NC(=O)c1ccco1	0	-2	-7	106	-7	3.3	-2	-16	4
CC(Oc1ccc(C(=O)NC2CCCCC2)cc1)C(=O)O (stereo not drawn)	0	-9	4	102	-2	3.3	-14	2	-5
(cont.)
SMILES	PP1 inh	TPT1 inhibitor	EBNA-1 inh	Yeast superoxide	HCV core dimer	PP5 primary	ZTA counter	GASC-1 inh	CTSL1 counter
COC(=O)C1=C(C)NC(C)=C(C(=O)OC)C1c1ccc(C)o1	-3	-2	-3	94	3	2.8	-14	-1	-2
Cc1nnc(SCC(=O)N(C)CC(=O)Nc2ccccc2Cl)s1	-9	0	9	89	-2	-1.1	-4	-5	-4
CCCC[C@@H]1C[C@H]1[C@@H](NC(=O)c1cccs1)c1ccc(C(F)(F)F)cc1	0	0	10	97	11	2.9	11	4	3
CN(CC(=O)Nc1ccc2c(c1)OCCO2)S(=O)(=O)c1ccc(F)cc1	0	-2	7	96	9	-1.1	-2	7	-5
CN(C)CCn1c2c(c(SCC(=O)Nc3ccccc3)nc1=O)CCCC2	-7	-1	6	91	0	-0.8	18	5	-2
CC(=O)Nc1nc2cc(N)ccc2s1	-3	/	/	99	/	0.5	-13	-3	/
CCC(C)Sc1nnc(NS(=O)(=O)Cc2ccccc2)s1 (stereo not drawn)	-2	-4	-14	101	-7	2.6	-19	2	1
CCCc1cc(=O)[nH]c(SCc2ccccc2Cl)n1	-1	-1	-1	93	0	0.8	-15	-1	-4
O=C(Nc1ccc2ccccc2n1)Nc1ccccc1F	-1	-1	3	110	-3	-2.3	1	-5	-4
O=C(CSc1ncn[nH]1)NCCC(c1ccccc1)c1ccccc1	-3	-1	-2	100	-1	0.1	1	19	-4
O=C(NC1CCCC1)C(c1cccnc1)N(C(=O)c1csnn1)C1CC1 (stereo not drawn)	-2	-6	3	96	0	-0.1	10	-29	-2
CCc1ccc(CN(C)C(=O)CCc2nnc(COc3ccccc3)o2)cc1	0	1	-3	90	-1	3.6	6	-14	0
O=C(CCl)NCCN1C(=O)S/C(=C\c2cccnc2)C1=O	0	1	5	93	0	0.9	-1	-3	9
Cc1cc2n(c(=O)c1C#N)CCCN2c1cccc(Cl)c1	2	-2	-11	104	1	0.5	-1	5	5
CCOC(=O)c1c(C)[nH]c(O)c1C=Nc1ccccc1	2	3	0	91	-29	-2.3	6	23	8
CN(C(=O)COC(=O)CSc1cc(Cl)ccc1Cl)c1c(N)n(Cc2ccccc2)c(=O)[nH]c1=O	4	-3	-2	101	-2	1.4	-14	/	-34
COc1ccc(C)cc1NC(=O)C1CCN(S(=O)(=O)c2ccc3c(c2)NC(=O)CO3)CC1	2	-1	-4	100	1	1.6	-3	-5	0
CN(CC(=O)Nc1ccc(F)cc1)C(=O)COC(=O)c1ccc(=O)n(Cc2ccccc2)n1	-2	/	/	105	/	2.3	-5	-2	/
C=CCC(CC=C)(NC(=O)c1ccccc1)c1ccccc1	-1	-8	1	109	-1	2.8	-20	1	5
CC(NC(=O)COC(=O)c1ccc([N+](=O)[O-])s1)c1ccccc1 (stereo not drawn)	-2	0	11	100	-6	1.6	-12	-1	33*
COCC(=O)Nc1cc(=O)n(C)c(=O)n1C	1	-4	-8	95	2	2.2	-17	4	-2
Cc1ccccc1/C=N/NC(=O)c1cccnc1	4	0	-2	98	0	-1.9	2	2	5
COc1ccc(CCN(Cc2ccccn2)C(=S)Nc2ccccc2Cl)cc1OC	-1	1	8	89	2	2.3	-23	-4	-3
O=C(Cn1nnc(-c2ccccc2)n1)NCc1ccco1	-3	-2	-3	97	2	-1.5	3	-9	-2
Cc1ccc(S(=O)(=O)NC(=O)Nc2cccc(C)n2)cc1	0	-2	8	108	7	-0.5	-3	3	-2

3 compounds from above, sorted by the number in HCV core dimer, largest number first.
| molecule | HCV core dimer |
| --- | --- |
| Cc1nnc(SCC(=O)N(C)CC(=O)Nc2ccccc2Cl)s1 | -2 |
| CCC(C)Sc1nnc(NS(=O)(=O)Cc2ccccc2)s1 (stereo not drawn) | -7 |
| CCOC(=O)c1c(C)[nH]c(O)c1C=Nc1ccccc1 | -29 |

Two compounds from above, limited to TPT1 inhibitor.
Compound	TPT1 inhibitor
O=C(CSc1ncn[nH]1)NCCC(c1ccccc1)c1ccccc1	-1
O=C(NC1CCCC1)C(c1cccnc1)N(C(=O)c1csnn1)C1CC1 (stereo not drawn)	-6

Next structures follow.
SMILES	PP1 inh	TPT1 inhibitor	EBNA-1 inh	Yeast superoxide	HCV core dimer	PP5 primary	ZTA counter	GASC-1 inh	CTSL1 counter
CC(=O)N1CCN(c2ccc(NC(=O)c3ccc4ccccc4c3)cc2)CC1	8	1	-6	116	-5	-5.7	-4	42	-3
Cc1ccc(SCCNC(=S)Nc2cc(C)ccc2C)cc1	3	0	-12	113	7	6.3	5	-3	-1
O=C(NCC1CCCO1)C(C(=O)c1ccccc1)n1cc(Cl)ccc1=O (stereo not drawn)	-4	-4	15	101	-6	1.1	3	-2	-5
Cn1c(=O)cc(OCC(=O)NCCCN2CCN(c3cccc(Cl)c3)CC2)c2ccccc21	0	-3	-2	95	0	1.8	4	0&1	2
COc1cccc(C2C(C(=O)c3cc4ccccc4o3)=C(O)C(=O)N2c2cc(C)on2)c1OC (stereo not drawn)	15*	0	-1	107	17	1.4	12	12	3
CCc1ccccc1Nc1ccc(C(=O)O)cc1N	6	-1	0	79	6	3.4	2	4	-1
CCOc1ccc(N2C(=O)CC(N(Cc3ccco3)C(C)=O)C2=O)cc1 (stereo not drawn)	1	-5	5	109	5	2.4	1	10	1
Cn1c(CN2CCCCC2)nc2cc(NC(=O)c3ccccc3Cl)ccc21	-7	-1	6	123	-1	-0.7	12	-9	-1
Cc1nn(-c2ccccc2)c(N)c1C(O)(CSc1nccn1C)C(F)(F)F (stereo not drawn)	0	0	1	99	1	-0.3	11	-34	4
COc1ccccc1C1(O)CCN(C(=O)c2cccs2)CC1	-4	-2	-15	104	-2	4.5	-20	-3	-2
O=C1CN(C(=O)COC(=O)CNS(=O)(=O)c2ccccc2)c2ccccc2N1	-4	2	-9	82	-3	2.3	-5	6	-26
CCn1c(=O)n(CC)c2cc(N3CCCC3)c(NC(=O)c3ccc(OC)c(Br)c3)cc21	2	-2	-13	108	-9	3.1	18	45	-3
O=[N+]([O-])c1cc(C(F)(F)F)ccc1NCCc1c[nH]c2ccc(O)cc12	4	2	-12	131	2	6.0	1	-8	1
COc1ccc(CN2CCN(Cc3ccc(C(F)(F)F)cc3)CC2)c(OC)c1	7	-1	-11	126	-20	-5.9	-12	1	-1
Cc1cccc(OCC(=O)NNC(=O)CSc2ncc(C#N)c(N)n2)c1	-3	1	9	97	-11	1.6	-2	1	-14
O=C(NCc1ccc(F)cc1)C(=O)NCC(c1ccco1)N1CCOCC1 (stereo not drawn)	-1	-1	5	87	-7	0.7	-12	6	2
O=C(CSc1ccc2nnc(-c3ccccn3)n2n1)NCc1ccco1	1	-4	15	82	4	0.9	-15	-1	3
CC(C)Cc1nc2ccccc2[nH]1	-4	-2	-11	100	-2	0.6	-12	-4	0
CCOC(=O)N1CCN(c2cc(C)c(C(C)=O)cc2F)CC1	2	1	3	102	-2	1.7	-2	3	-1
CCOC(=O)c1sc2ccccc2c1OC(=O)c1ccccc1OC	1	-1	4	90	7	1.1	0	1	-2
Cc1cc(C(=O)NC2CCC(C)CC2)c(C)o1 (stereo not drawn)	-4	-2	-7	94	-3	-1.2	6	0	4
O=C(Cn1c2[n+](c3ccc(C(F)(F)F)cc31)CCCCC2)Nc1ccccc1	-2	0	8	96	-6	-0.5	-9	0	3
Cc1cccc(S(=O)(=O)N/N=c2\sc3ccccc3n2C)c1	-5	-1	-5	107	-3	1.0	5	-7	-1
O=C1CCC(C(=O)OCC(=O)C23CC4CC(CC(C4)C2)C3)N1 (stereo not drawn)	0	-3	-12	107	-2	1.3	1	0	-15
CCNCc1ccc(OCc2cccs2)c(OCC)c1	-7	0	-7	90	1	-1.5	1	-5	-1
COc1ccc(CNC(=O)Cc2ccc(-c3ccccc3)cc2)cc1OC	1	2	-2	98	-2	1.4	-5	-19	-1
